# PhoP GFP inhibition – PhoP regulon inhibitors, Salmonella typhi PhoP promoter GFP reporter, confirmatory (AID 1850); Salmonella Typhi PhoP-promoter GFP reporter, fluorescence, 4 h; higher % means a stronger effect; inhibition, % at 50 µM; hits with a dose series show IC50 in µM; 310,000 compounds, 0.33% hits; in the data active = a potency from the dose series; inconclusive = inhibition mostly from about 25% at the one dose, without a potency; inactive = the rest, 99 in 100 with inhibition below about 19%;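 also: 0% = induced wells with vehicle and 100% = uninduced wells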
# M. tuberculosis – growth inhibition of non-replicating M. tuberculosis (AID 488890) | Mycobacterium tuberculosis non-replicating, growth inhibition; higher % means a stronger effect | inhibition, % at 25 µM; hits with a dose series show IC50 in µM | 320,000 compounds, 0.39% hits; in the data active = a potency from the dose series; inconclusive = inhibition mostly from about 82% at the one dose, without a potency; inactive = the rest, 99 in 100 with inhibition below about 76%;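 also: plate controls were DMSO cells for no effect and high antibiotic wells for full effect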
# H37Rv inhibition – M. tuberculosis growth inhibition, HTS (AID 449762); M. tuberculosis H37Rv growth inhibition, 7H9 media; higher % means a stronger effect; one-dose inhibition, % at 25 µM; IC50 in µM for titrated hits; 330,000 compounds, 0.59% hits; in the data active = a potency from the dose series; inconclusive = inhibition above about 70% without an active follow-up result;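 also: bacterial growth assessed after seven days of incubation; strong numbers were not always called active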
# VEEV TC-83 Vero – inhibitors of VEEV TC-83 cytopathic effect, confirmation, Vero cells (AID 588727); inhibition, % at 20 µM, or IC50 in µM where a hit was titrated; Vero cells, VEEV TC-83 cytopathic effect inhibition; higher % means a stronger effect; 350,000 compounds, 0.13% hits; in the data active = a potency from the dose series; inconclusive = inhibition mostly from about 14% at the one dose, without a potency; inactive = the rest, 99 in 100 with inhibition below about 12%; also: strong numbers were not always called active
# influenza NS1A – H1N1 influenza NS1A inhibitors, functional cell based assay (AID 504329) | NS1A functional cell-based assay, percent inhibition; higher % means a stronger effect | inhibition, % at 12.5 µM; hits with a dose series show IC50 in µM | 340,000 compounds, 0.3% hits; in the data active = a potency from the dose series; inconclusive = inhibition above about 27% without an active follow-up result; also: strong numbers were not always called active
# VEEV TC-83 Vero 10K pilot screen – recorded beside VEEV TC-83 Vero, whose call it bears; inhibition, %; measured here: 10K pilot screen inhibition
# * marks the source's active call; other numbers are inactive results; i = inactive; ? = inconclusive; . = not tested or not shown.
SMILES,PhoP GFP inhibition,M. tuberculosis,H37Rv inhibition,VEEV TC-83 Vero,influenza NS1A,others
CCCCn1c2c(c(=O)n(C)c1=O)C(CC(=O)OCC(=O)Nc1cccc(C(F)(F)F)c1)C(=O)N2 (stereo not given),18%,4%,8%,0.1%,-6%,
COc1ccc(/C=N/NC(=O)c2cccnc2)cc1CN1CCc2cc(OC)c(OC)cc2C1C (stereo not given),10%,25%,-2%,1.5%,3%,
O=C(Oc1cccc2cccnc12)c1cccc(N2C(=O)C3C4CCC(C4)C3C2=O)c1 (stereo not given),-5%,?,?,.,.,
O=C(CNS(=O)(=O)c1cccc(Br)c1)NCC1CCCCC1,1%,21%,6%,i,5%,
C=CCNC(=S)N1CCN(CCN=Cc2c(C)[nH]n(-c3ccc([N+](=O)[O-])cc3)c2=O)CC1,12%,1%,1%,0.7%,-3%,
Cc1cccc(N(C(=O)c2ccc(CN3CCOCC3)o2)C(C(=O)NC2CCCCC2)c2ccc(F)cc2)c1 (stereo not given),-13%,10%,5%,i,-24%,
COc1cccc(CNC(=O)C2CCN(S(=O)(=O)c3ccc(C)cc3)CC2)c1,118%,19%,6%,1.2%,-12%,
COc1ccc(C)cc1NC(=O)C(Sc1nnc(-c2cccs2)o1)c1ccccc1 (stereo not given),-9%,75%,-9%,1.6%,-6%,
CC(C=NNC(=O)C(=O)NN=CC(C)=Cc1ccccc1)=Cc1ccccc1,.,.,.,1.3%,-1%,
CCOC(=O)C(C)n1cnc2c(nnn2-c2cccc(Cl)c2)c1=O (stereo not given),9%,23%,0%,2.7%,1%,
Nc1nonc1-c1nc2ccccc2n1CC(=O)N/N=C/c1ccc(-c2cccc(C(=O)O)c2)o1,.,.,.,2.0%,-2%,
O=C(c1cccc(Cl)c1)N1CCC(N2CCC(C(=O)N3CCCC3)CC2)CC1,-6%,14%,-6%,1.4%,3%,
CC(C)Cn1c(N)c(C(=O)COC(=O)CCc2nc3ccccc3s2)c(=O)n(C)c1=O,-13%,17%,2%,2.6%,-7%,
O=C(COC(=O)/C=C/c1ccc(C(F)(F)F)cc1)NC1CC1,-3%,68%,?,2.2%,4%,
CNc1nc(-c2ccc3c(c2)CCN3C(=O)c2ccccc2F)cs1,.,.,.,5.6%,17%,
COc1ccc(C(C)=O)cc1Cn1nc(C)c([N+](=O)[O-])c1C,2%,9%,-6%,1.0%,2%,
CCOc1ccc(CNC(=O)c2ccc(NC(=O)C3=CSCCO3)cc2)cc1,4%,7%,3%,2.8%,5%,
CC(C)(C)NC(=O)C(c1ccncc1)N(C(=O)C1CSC(=O)C1)c1ccccc1 (stereo not given),-23%,6%,3%,0.4%,-10%,
CCCCNS(=O)(=O)c1ccc(OC)c(Cl)c1Cl,12%,-4%,-3%,i,-1%,
CC(C)(C)NC(=O)c1oc2ccccc2c1COc1ccccc1,-1%,23%,15%,0.4%,-8%,

# Structures shown so far containing a nitro group on carbon (2):
SMILES,PhoP GFP inhibition,M. tuberculosis,H37Rv inhibition,VEEV TC-83 Vero,influenza NS1A,others
C=CCNC(=S)N1CCN(CCN=Cc2c(C)[nH]n(-c3ccc([N+](=O)[O-])cc3)c2=O)CC1,12%,1%,1%,0.7%,-3%,
COc1ccc(C(C)=O)cc1Cn1nc(C)c([N+](=O)[O-])c1C,2%,9%,-6%,1.0%,2%,

# More compounds follow:
SMILES,PhoP GFP inhibition,M. tuberculosis,H37Rv inhibition,VEEV TC-83 Vero,influenza NS1A,others
Cc1cc(C)c(C#N)c(Sc2nnnn2-c2ccccc2)n1,.,.,-8%,i,-8%,
Cc1cc(O)ccc1NC(=O)c1ccccc1,8%,5%,9%,0.1%,-12%,
COc1ccccc1-c1cccc([C@@H]2C[C@H]3[C@H](CON3C)CN2C)c1,.,.,.,i,8%,
O=C(COc1ccc(Cl)cc1)Nc1ccc2oc(=O)ccc2c1,4%,64%,22%,1.4%,6%,
CC(=O)Nc1nc(C)c(-c2nc3ccc([N+](=O)[O-])cc3[nH]2)s1,1%,2%,2%,1.3%,-6%,
CC(C)C(=O)Nc1cccc(NC(=S)NC(=O)c2cccs2)c1,-3%,17%,-2%,i,-8%,
Cc1n(CC(O)COC2CCCCC2)c2ccccc2[n+]1C (stereo not given),-2%,20%,1%,0.7%,-18%,
COc1cccc(/C=C/C(=O)OCC(=O)Nc2ccc(Cl)c(S(=O)(=O)N(C)C)c2)c1OC,-22%,22%,22%,0.9%,16%,
Cn1c(=O)cc(OCC(=O)NC2CCCCC2)c2ccccc21,-6%,13%,11%,i,-1%,
CC[C@]12c3[nH]c4ccc(Cl)cc4c3CCN1C(=O)[C@@H](CC(=O)NCC13CC4CC(CC(C4)C1)C3)C[C@@H]2C(=O)N1CCN(C(=O)C2CC2)CC1,.,.,.,4.2%,4%,
COc1ccc(C(CNC(=O)CNC(=O)c2cc(OC)c(OC)c(OC)c2)N2CCOCC2)cc1 (stereo not given),.,.,.,2.4%,-18%,
Cc1[nH][nH]c(=O)c1C=NCc1cccc(C(F)(F)F)c1,-5%,-20%,7%,0.0%,2%,
C=CCOC(=O)CCCCCCCC,.,-12%,-15%,i,-15%,
Cc1nnc(N(Cc2ccco2)C(=O)c2cccc(C#N)c2)s1,-2%,3%,-2%,i,-5%,VEEV TC-83 Vero 10K pilot screen=0.7
Cc1cc2occ(CC(=O)N(C)CC(=O)Nc3ccc(F)cc3)c2cc1C,0%,21%,-5%,0.9%,6%,
CC(C)NC(=O)Cn1c(SCC(=O)N2CCCc3ccccc32)nc2ccccc21,-1%,8%,-2%,2.8%,6%,
COc1ccc(-n2nc(C(=O)NCC(=O)N3CCCC(C)C3)c3ccccc3c2=O)cc1 (stereo not given),-5%,-2%,2%,8.1%,3%,
CCOc1ccc(N(Cc2ccccc2F)C2=NC3CS(=O)(=O)CC3S2)cc1 (stereo not given),10%,16%,-4%,0.7%,3%,
CCc1ccccc1NC(=O)CC1CS(=O)(=O)CC1CC(=O)Nc1ccccc1CC (stereo not given),-7%,-7%,-11%,i,-7%,
COC(=O)c1ccc(OCc2nc(N)nc(N3CCOCC3)n2)cc1,12%,3%,4%,1.8%,13%,
CC(=O)N(Cc1ccccc1)c1ccc(C(=O)O)cc1,3%,-8%,-10%,0.7%,10%,
OCCN1CCSC1=S,.,.,.,2.4%,-4%,
Cc1cc(C)nc(Nc2ccc(O)cc2)n1,-6%,-18%,-6%,0.3%,-30%,
CCOc1ccc(S(=O)(=O)N2CCN(C(=O)Cc3ccc(S(=O)(=O)N4CCOCC4)s3)CC2)cc1,-5%,15%,-1%,1.0%,10%,
Cc1ccc(NC(=O)C(=O)N2CCCC2)cc1Cl,-3%,31%,6%,0.7%,-14%,VEEV TC-83 Vero 10K pilot screen=3.7
CCN(CC)C(=O)[C@H]1CC(CC(=O)NCc2cccc(C(F)(F)F)c2)C(=O)N2CCc3c([nH]c4ccccc34)[C@]12C (stereo not given in full),.,44%,2%,0.3%,-14%,
CC1(C)CC(=O)C(N=Nc2cccc(F)c2C#N)=C(O)C1,4%,5%,1%,2.4%,12%,
Cc1cccc2c1-c1sc(C(=O)Nc3nccs3)cc1CO2,.,13%,-2%,1.7%,-35%,
Cc1cc(C)c(C(=O)CSc2nnc(-c3ccccc3Br)o2)cc1C,.,.,.,0.2%,-83%,
CC(=O)c1cccc(NC(=S)NCc2ccco2)c1,8%,71%,-4%,1.2%,-12%,
COc1ccccc1-c1sc2cc3c(cc2c1-c1ccc(O)cc1)OCO3,.,22%,2%,5.5%,-2%,
COC(=O)c1c(NC(=O)COC(=O)[C@@H](NS(=O)(=O)c2ccccc2)C(C)C)sc2c1CCC2,1%,16%,9%,10%,-1%,
Cc1c(OCc2ccccc2)cccc1OCc1ccccc1,2%,48%,56%,i,-3%,
CCNC(=O)C1CC(=O)N(Cc2ccc3c(c2)OCO3)C(=Nc2ccc(OCC)cc2)S1 (stereo not given),4%,5%,-3%,i,-2%,
Cc1cc(NCCCN2CCOCC2)n2c(nc3ccccc32)c1C#N,3%,59%,1%,7.8%,-6%,
O=C(Nc1ccc(Cl)cc1C(F)(F)F)C(Sc1nnc(-c2cccs2)o1)c1ccccc1 (stereo not given),-6%,?,13%,0.4%,-4%,
NC(=O)c1cc([N+](=O)[O-])ccc1NCc1cccnc1,4%,-23%,-9%,0.4%,-4%,
O=C(CN1CCN(C(=O)c2cccs2)CC1)Nc1ccc(Br)cc1,0%,7%,-2%,1.7%,5%,
Cc1ccc(/C(N)=N/OC(=O)Cc2cccc3ccccc23)cc1,0%,75%,-1%,0.2%,1%,
CC1CCC(=NNC(=O)Cc2cccn2C)CC1 (stereo not given),4%,-4%,2%,1.1%,1%,

# Grouped by structure: those above containing a CF3 group (5)
SMILES,PhoP GFP inhibition,M. tuberculosis,H37Rv inhibition,VEEV TC-83 Vero,influenza NS1A,others
CCCCn1c2c(c(=O)n(C)c1=O)C(CC(=O)OCC(=O)Nc1cccc(C(F)(F)F)c1)C(=O)N2 (stereo not given),18%,4%,8%,0.1%,-6%,
O=C(COC(=O)/C=C/c1ccc(C(F)(F)F)cc1)NC1CC1,-3%,68%,?,2.2%,4%,
Cc1[nH][nH]c(=O)c1C=NCc1cccc(C(F)(F)F)c1,-5%,-20%,7%,0.0%,2%,
CCN(CC)C(=O)[C@H]1CC(CC(=O)NCc2cccc(C(F)(F)F)c2)C(=O)N2CCc3c([nH]c4ccccc34)[C@]12C (stereo not given in full),.,44%,2%,0.3%,-14%,
O=C(Nc1ccc(Cl)cc1C(F)(F)F)C(Sc1nnc(-c2cccs2)o1)c1ccccc1 (stereo not given),-6%,?,13%,0.4%,-4%,

# Next part
SMILES,PhoP GFP inhibition,M. tuberculosis,H37Rv inhibition,VEEV TC-83 Vero,influenza NS1A,others
CCc1cc(C(=O)OC)c(NC(=O)CN2CCN(C(=O)c3ccco3)CC2)s1,3%,-1%,-6%,7.3%,14%,
CCOC(=O)c1sc(NC(=O)C(C)Sc2nnc(N)s2)nc1C (stereo not given),-8%,3%,-2%,1.2%,0%,
CCCC(C)NC(=O)CSc1nnc(-c2c[nH]c3ccccc23)o1 (stereo not given),-5%,66%,5%,2.2%,2%,
CCOc1ccc2ccccc2c1C(=O)N1CCN(c2ccccc2)CC1,2%,22%,3%,1.1%,7%,VEEV TC-83 Vero 10K pilot screen=5.9
O=C(NC(=S)Nc1cccc(NC(=S)NC(=O)c2ccccc2)c1)c1ccccc1,.,.,.,6.4%,2%,
O=C(NCCN1CCN(c2ccccc2)CC1)C1CCN(S(=O)(=O)c2cccc3nonc23)CC1,11%,.,0%,1.3%,0%,
CCCCC(=O)Nc1ccccc1C(=O)OCC(=O)c1ccc2c(c1)OCCO2,-1%,60%,12%,6.3%,0%,
CC(C)(C)OC(=O)NC1CNNC1=O (stereo not given),.,-3%,-11%,0.8%,-1%,
O=C1NC(CCc2ccccc2)C(=O)N1Cc1cccc2ccccc12 (stereo not given),9%,-2%,4%,2.3%,14%,
CC12CCC(c3c(C(=O)N4CCOCC4)nn(-c4ccccc4)c31)C2(C)C (stereo not given),6%,-4%,-1%,1.7%,-10%,
CCOC(=O)CNc1c(-c2ccc(O)cc2)nc2ccc(Cl)cn12,-1%,27%,2%,3.2%,9%,VEEV TC-83 Vero 10K pilot screen=1.8
CCOC(=O)C(=CNc1cccc(C)n1)C(=O)OCC,-3%,-4%,-5%,0.1%,-3%,
Cc1c(C(=O)Nc2cccc(-c3nnc4n3CCCCC4)c2)oc2ccccc12,-1%,13%,-4%,8.5%,-2%,
O=C(Nc1ccc2oc(=O)ccc2c1)c1ccc(-c2cccc([N+](=O)[O-])c2)o1,-3%,-35%,68%,22%,.,
C=CCOc1ccc(CNCc2cccnc2)cc1,-1%,21%,-22%,0.3%,0%,
COc1ccc(NC(=O)CSc2n[nH]c(-c3ccco3)n2)cc1,13%,9%,69%,i,-5%,
CN(C)Cc1ccccc1CCc1ccccc1,-17%,-8%,4%,1.8%,.,

# Source: PubChem BioAssay

# The order is random; about 1.4% have a hit in one of these screens.
